GLA spleen mod = alpha-galactosidase A (human) modulation. P06280. human spleen homogenate, 4MU-alpha-Gal fluorescence, 40 min. Potency, µM (highest dose often 80 µM), without a hit: at the top dose activity change, negative = inhibition, most hits filed as inhibitors. 0.008% of 240,000 active;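 note: potency is the fitted concentration of half-maximal effect; 0% = enzyme with vehicle and -100% = no enzyme basal signal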
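qHTS titration in buffer at pH 5.0. Alpha-galactosidase activity in spleen homogenate was measured via 4-methylumbelliferone release from 1 mM fluorogenic substrate after 40 min at 37C and a pH 10 stop. AC50 came from Hill fits of control-normalized data.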
Epigenetic reg = regulators of epigenetic silencing causing reporter derepression in mouse cells; murine LDR cells, GFP reporter derepression, 30 h; Potency, µM (doses to about 53.9 µM), for inactives: top-dose GFP activation, most hits filed as activators; 0.2% of 280,000 active; AID 1865; note: potency is the fitted concentration of half-maximal effect; % of control where 0% means no effect; nearly all actives have a fitted effect of over 60% in size
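In this reporter-derepression format, murine cells bearing a silenced integrated CMV-GFP locus incubate with test compound (30 h, 37 C), then are washed and imaged; fluorescent objects of 20–120 um count as induced cells.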
TR SRC2 fluor cs = counter-screen for TRb-SRC2 inhibitors: fluorescence interference | TRb/SRC2 Texas Red total fluorescence interference | Potency, µM (top dose mostly 106 µM), for the others: at the highest dose fluorescence change, negative = quenching | 0.29% of 280,000 active | AID 1479; active = well fitted curve in either direction with a large enough effect; inconclusive = small, poorly fitted or top-dose-only effect; note: potency is the fitted concentration of half-maximal effect; % is set by controls: 0 for no effect and ±100 for the full control effect
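Human TRb ligand-binding domain at 0.6 uM with 20 nM Texas Red SRC2 peptide in Tris buffer containing 1 uM T3 and 5% DMSO, incubated with compound 5 h at ambient temperature. Total fluorescence (555/632 nm) calculated as parallel + 2 × perpendicular.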
CBFb RUNX1 block = inhibitors of human CBF-beta and RUNX1 interaction | AlphaScreen CBFb-His/RUNX1-biotin binding, biochemical | Potency, µM (series often up to 59.8 µM), without a hit: top-dose activity, negative = inhibition, hits mostly inhibitors | Q01196+Q13951 | AID 1477 | 230,000 tested, under 10 active; note: % of control where 0% means no effect
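CBFb-His/RUNX1-biotin, 30 nM each, preincubated 20 min RT; compound 15 min RT; Ni + streptavidin beads 50 ng each, 90 min RT; AlphaScreen read.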
Tau fluor counter = counter-screen for tau fibril formation inhibitors; Potency, µM (series often up to 57.7 µM), without a hit: top-dose activity change, negative = decrease; 0.93% of 280,000 active; tau K18 P301L (four-repeat tau fragment) Alexa594 fluorescence, heparin fibrillization; note: potency is the fitted concentration of half-maximal effect; % is set by controls: 0 for no effect and ±100 for the full control effect; nearly all actives have a fitted effect of over 55% in size
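Human K18 P301L tau (15 uM unlabeled plus 0.24 uM Alexa 594-labeled, final) in 100 mM sodium acetate pH 7 was mixed with compound and 20 uM heparin and incubated 6 hr at 37 C.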
Tau FP inhib = inhibitors of human tau fibril formation | 0.39% of 280,000 active | K18 P301L tau heparin fibrillization, Alexa594 FP, 6 h | Potency, µM (series often up to 57.7 µM), inactives show at the highest dose activity, negative = inhibition, most hits filed as inhibitors | P10636 | AID 1468; note: potency is the fitted concentration of half-maximal effect; % is set by controls: 0 for no effect and ±100 for the full control effect; nearly all actives have a fitted effect of over 55% in size
Target sequence (P10636 561-689 P618L limits assumed): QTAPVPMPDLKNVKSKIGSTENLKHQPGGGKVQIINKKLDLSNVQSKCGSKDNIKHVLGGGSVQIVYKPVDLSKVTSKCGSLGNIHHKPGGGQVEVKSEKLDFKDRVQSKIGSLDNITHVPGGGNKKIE
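Human K18 P301L fragment (15 uM unlabeled plus 0.24 uM Alexa 594-labeled) in 100 mM sodium acetate pH 7 with compound, aggregation induced by 20 uM heparin for 6 hr at 37 C. ThT (30 uM) added for 1 hr, then Alexa 594 FP read.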
NPSR antagonist = neuropeptide S receptor (human) antagonism, cAMP; 1% of 220,000 active; Q6W5P4; Potency, µM (doses to about 38.3 µM), inactives show top-dose activity change, negative = inhibition, actives largely listed as inhibitors; CHO-NPSR cells, cAMP TR-FRET, antagonist mode; note: potency is the fitted concentration of half-maximal effect; % is set by controls: 0 for no effect and ±100 for the full control effect; nearly all actives have a fitted effect of over 50% in size; many of its hits are not listed in these tables
Target sequence (Q6W5P4 whole entry, looked up): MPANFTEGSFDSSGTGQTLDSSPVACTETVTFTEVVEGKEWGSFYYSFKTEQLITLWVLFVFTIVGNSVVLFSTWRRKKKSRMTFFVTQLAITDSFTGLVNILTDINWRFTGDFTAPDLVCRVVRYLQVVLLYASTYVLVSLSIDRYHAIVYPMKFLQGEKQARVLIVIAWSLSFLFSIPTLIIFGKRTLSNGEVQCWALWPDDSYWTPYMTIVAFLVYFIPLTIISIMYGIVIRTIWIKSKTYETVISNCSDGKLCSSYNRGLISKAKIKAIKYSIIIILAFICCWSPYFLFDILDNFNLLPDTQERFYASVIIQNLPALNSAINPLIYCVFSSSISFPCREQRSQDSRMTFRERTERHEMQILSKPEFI
TRb-SRC2 inh = disrupts binding of human TR beta to SRC2; P10828; TRbeta-SRC2 peptide binding, fluorescence polarization; receptor liganded with 1 µM T3; Potency, µM (titrated, usually from 106 µM), for the others: at the highest dose activity change, negative = inhibition, usual class: inhibitors; 0.065% of 280,000 active;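 note: potency is the fitted concentration of half-maximal effect; plate controls were bound peptide for no effect and peptide without receptor for full effect; nearly all actives have a fitted effect of over 50% in size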
Target sequence (P10828 whole entry, looked up): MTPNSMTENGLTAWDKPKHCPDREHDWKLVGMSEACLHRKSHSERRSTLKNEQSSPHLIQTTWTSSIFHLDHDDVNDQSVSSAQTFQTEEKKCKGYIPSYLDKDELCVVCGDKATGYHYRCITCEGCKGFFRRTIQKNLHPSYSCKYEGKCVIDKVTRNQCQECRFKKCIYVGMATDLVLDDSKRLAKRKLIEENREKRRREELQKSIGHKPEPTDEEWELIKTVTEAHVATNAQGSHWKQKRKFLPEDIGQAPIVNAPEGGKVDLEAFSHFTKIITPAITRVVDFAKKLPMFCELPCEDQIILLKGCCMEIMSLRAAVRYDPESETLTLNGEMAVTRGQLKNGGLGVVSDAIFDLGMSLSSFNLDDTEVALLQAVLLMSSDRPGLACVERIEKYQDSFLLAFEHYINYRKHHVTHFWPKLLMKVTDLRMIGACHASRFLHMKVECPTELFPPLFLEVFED
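Quantitative HTS by FP: 0.6 uM TRb LBD, 20 nM labeled SRC2 20-mer, 1 uM T3, 5% DMSO; 5 hr ambient incubation; % activity per concentration and potencies from concentration series.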
* = called active by the depositor; ? = inconclusive; . = not tested or not shown; & = joins results of further samples; [ ] = dose if it differs, or a comment. Unless noted, calls come from the whole dose curve; as a rule, active = well fitted curve in the direction sought with a large enough effect; inconclusive = small, poorly fitted or top-dose-only effect, or another doubt; inactive = no such curve, though single readings can be large; an effect the other way counts as inactive or inconclusive. This is a subset; rates above refer to the full screens.

smiles,GLA spleen mod,Epigenetic reg,TR SRC2 fluor cs,CBFb RUNX1 block,Tau fluor counter,Tau FP inhib,NPSR antagonist,TRb-SRC2 inh
COc1cc(OC)cc(C(=O)Nc2nnc(Cc3ccc(OC)c(OC)c3)s2)c1,0%,0.0%,4%,4%,-15%,-6%,-11%,-2%
Cc1nc(-c2cccc(NS(=O)(=O)c3ccccc3)c2)cs1,11%,9.7%,-2%,-1%,-6%,-5%,-6%[46.1 µM],-3%
NC(=O)c1cc2ccc(O)cc2oc1=NCc1ccccc1,?,-1.0%,-2%,3%,-6%,4%,-6%,-2%
O=C(O)CCC(=O)Nc1ccc(/C=C/C(=O)C2CC2)cc1,-1%,2.2%,0%[53 µM],2%,-9%,-8%[2.34 µM],16%,-4%[53 µM]
O=C(Nc1cccc(Cl)c1)OCc1cn(-c2ccccc2)nn1,-2%,-0.5%,-1%,17%,-26%,?,-21%,2%
O=C(CSc1ccc(-c2ccncc2)nn1)c1ccc(Cl)cc1,-2%,2.2%,-3%,12%,1%,2%,-8%,-11%
O=C(c1ccc2nc(N3CCOCC3)sc2c1)N1CCC(Cc2ccccc2)CC1,-5%,-0.7%,-1%,-4%,-12%,10%,-21%[46.1 µM],0%
COc1ccc(-c2noc(CCC(=O)N(C)c3cccc(C)c3)n2)cc1,-4%,0.0%,-2%,0%,-14%,8%,-22%[46.1 µM],1%
CCOC(=O)/C(C(=O)Nc1ccccc1Br)=C1/NC(C)(C)Cc2ccccc21,4%,-3.0%,-1%,10%,-3%,-9%,-18%,-7%
CCOC(=O)Cn1ncc2c(=O)oc3ccccc3c21,4%,-0.9%,2%,2%,-6%,5%,-11%[46.1 µM],-2%

Continued.
smiles,GLA spleen mod,Epigenetic reg,TR SRC2 fluor cs,CBFb RUNX1 block,Tau fluor counter,Tau FP inhib,NPSR antagonist,TRb-SRC2 inh
CCOc1cc(/C=C2\SC(=N)N(c3nonc3N)C2=O)ccc1OCC(N)=O,-7%,-0.1%,3%,3%,-7%,-3%,20%,-4%
COc1ccnc(Oc2ccc(C)cc2C)c1C#N,4%,0.0%,-4%,10%,-13%,-9%,-9%[46.1 µM],-1%
CC(C)[C@H](NC(=O)Nc1cccc(C(F)(F)F)c1)C(=O)O,-8%,-0.7%,-1%,14%,5%,1%,4%[46.1 µM],7%
O=C(O)c1nccnc1C(=O)N1CCN(c2ccccc2)CC1,0%,-1.0%,0%,-10%,-1%,1%,17%,1%
CCOC(=O)C1=NN(c2cccc(C)c2)C2(S1)SC(C(C)=O)=C(C)N2c1ccccc1 (stereo not given),2%,1.7%,-5%,2%,-9%,-8%,?,1%
CC(=O)Nc1ccccc1C(=O)C(=O)Nc1cccc(C(=O)NCC2CCCO2)c1 (stereo not given),1%,-0.4%,-11%,-9%,6%,3%,9%,2%
Cc1cc(SCC(=O)Nc2ccc(O)cc2)n2ncc(-c3ccccc3)c2n1,-5%,2.4%,0%,-2%,?,-9%,-6%,0%
Cc1ccc(C(=O)NC2CCS(=O)(=O)C2)cc1S(=O)(=O)N1CCOCC1 (stereo not given),9%,-1.1%,2%,4%,2%,-4%,-3%[46.1 µM],1%
Cc1ccc2oc(=O)n(CCNC(=O)Nc3ccc(C)c(F)c3)c2c1,.,20%,1%,.,-23%,-8%,.,-3%
Nn1c(SCc2ccccc2)nc2c(cnn2-c2ccccc2)c1=O,2%,4.7%,1%,12%,-12%,6%,-1%,1%

Next results
smiles,GLA spleen mod,Epigenetic reg,TR SRC2 fluor cs,CBFb RUNX1 block,Tau fluor counter,Tau FP inhib,NPSR antagonist,TRb-SRC2 inh
COc1ccc(-c2ccc(NS(=O)(=O)c3ccc(C(C)=O)cc3)cc2)nn1,.,0.6%,-17%,.,-10%,-1%,.,3%
CCCCNc1ccc(C(CC(N)=O)NC(=O)Cc2ccc(Br)cc2)cc1[N+](=O)[O-] (stereo not given),-1%,3.8%,-2%,-2%,-4%,-5%,14%,4%
COC(=O)C1=C(C)N(c2ccc(OC)c(OC)c2)C(=O)/C1=C\c1ccco1,2%,0.8%,1%,-14%,-12%,-2%,-5%,-3%
Cc1ccc(-c2cc(C(F)F)nc(NCc3cccs3)n2)cc1,-3%,2.0%,-1%,-6%,-11%,-6%,6%,4%
CC1CCCCN1CCNC(=O)C1CCN(S(=O)(=O)c2cccc3cccnc23)CC1 (stereo not given),-7%,-0.8%,0%,10%,0%,-7%,-6%[46.1 µM],-10%
CCCn1nnnc1SCC(=O)c1ccc2c(c1)OCCO2,2%,0.0%,-8%,9%,-3%,-3%,-9%[46.1 µM],4%
Cc1cc(C)n(-c2cc(-n3nc(C)cc3C)ncn2)n1,2%,0.2%,-1%,3%,5%,5%,3%[46.1 µM],-19%
CCOc1ccc(NC(=O)Nc2ccc3c(c2)N(C)C(=O)CS3)cc1,4%,1.1%,7%,-2%,?,12%,-14%[46.1 µM],-13%
CCOc1ccc(-c2nonc2NC(=O)c2oc3ccc(Cl)cc3c2C)cc1,.,1.9%,-1%,.,-12%,?,.,-7%
COc1ccc(NC(=O)CSc2nc(-c3cccs3)cc(C(F)(F)F)n2)c(OC)c1,.,4.7%,?,.,-27%,-15%,.,-12%

Continued:
smiles,GLA spleen mod,Epigenetic reg,TR SRC2 fluor cs,CBFb RUNX1 block,Tau fluor counter,Tau FP inhib,NPSR antagonist,TRb-SRC2 inh
Cc1csc2ncc(C(=O)N3CCCc4ccccc43)c(=O)n12,4%,-0.8%,0%,5%,-6%,1%,12%[46.1 µM],6%
CCCCn1c(C(C)NC(=O)c2ccccc2)nc2ccccc21 (stereo not given),.,-1.5%,-3%,.,-8%,-7%,.,-3%
CC(C)(C)c1ccc(C(=O)Oc2ccc3c(c2)OCC3=O)cc1,0%,0.1%,-3%,7%,-16%,3%,-12%[46.1 µM],0%
O=C(OCn1nnc2ccccc2c1=O)c1ccco1,8%,-1.9%,1%,-2%,-6%,-3%,4%[46.1 µM],0%
CCNC(=O)NCCc1c[nH]c2ccc(Cl)cc12,-10%,-3.6%,-4%,2%,-9%,2%,-8%[46.1 µM],-10%
COc1ccc(OC)c(CCNC(=O)c2cc3c(-c4ccccc4F)nn(C)c3s2)c1,.,?,-2%,.,?,-7%,.,-1%
CCOC(=O)c1c(N)sc2c(NC(C)=O)cccc12,-6%,-0.3%,-2%,0%,-10%,11%,-9%[46.1 µM],2%
CCOC(=O)C(Cc1ccc(O)cc1)NC(C)=O (stereo not given),7%,-1.3%,-2%,23%,-5%,1%,.,0%
CCc1ccc(S(=O)(=O)c2nnn3c2nc(N2CCOCC2)c2sccc23)cc1,.,-1.6%,0%,.,-14%,-2%,.,-3%
Cc1nc(CS(=O)(=O)c2ccccn2)sc1C(=O)NNC(=O)c1c(F)cccc1Cl,1%,0.0%,0%,5%,2%,-3%,1%,-2%

In another format: 3 of the compounds above.
Order of results: GLA spleen mod | Epigenetic reg | TR SRC2 fluor cs | CBFb RUNX1 block | Tau fluor counter | Tau FP inhib | NPSR antagonist | TRb-SRC2 inh
CCNC(=O)NCCc1c[nH]c2ccc(Cl)cc12
  -10% | -3.6% | -4% | 2% | -9% | 2% | -8%[46.1 µM] | -10%
O=C(OCn1nnc2ccccc2c1=O)c1ccco1
  8% | -1.9% | 1% | -2% | -6% | -3% | 4%[46.1 µM] | 0%
CCOC(=O)C(Cc1ccc(O)cc1)NC(C)=O (stereo not given)
  7% | -1.3% | -2% | 23% | -5% | 1% | . | 0%

Reprinted at random: two entries already listed, in no set order.
smiles,GLA spleen mod,Epigenetic reg,TR SRC2 fluor cs,CBFb RUNX1 block,Tau fluor counter,Tau FP inhib,NPSR antagonist,TRb-SRC2 inh
COc1ccc(OC)c(CCNC(=O)c2cc3c(-c4ccccc4F)nn(C)c3s2)c1,.,?,-2%,.,?,-7%,.,-1%
CC1CCCCN1CCNC(=O)C1CCN(S(=O)(=O)c2cccc3cccnc23)CC1 (stereo not given),-7%,-0.8%,0%,10%,0%,-7%,-6%[46.1 µM],-10%

Other structures
smiles,GLA spleen mod,Epigenetic reg,TR SRC2 fluor cs,CBFb RUNX1 block,Tau fluor counter,Tau FP inhib,NPSR antagonist,TRb-SRC2 inh
ClCc1cc2ccccc2nc1Cl,0%,-1.4%,-7%,1%,-6%,-3%,-28%,3%
O=C1C2C(c3cccc(/C=C/c4ccccc4)c3)CC=CC2C(c2ccc3ccccc3c2)N1Cc1ccccc1 (stereo not given),0%&0%,-2.0%,0%&0%,5%&4%,-4%,-6%,-26%,1%&-1%
COc1ccc(NC(=S)Nc2cccc(C(F)(F)F)c2)c(C)c1,0%,-0.1%,-2%,5%,-8%,1%,-3%,-4%
CCCn1nc(C(=O)OCC(=O)c2c(N)n(C)c(=O)n(C)c2=O)c2ccccc2c1=O,-1%,-1.5%,-2%,3%,4%,2%,2%,2%
CCOC(=O)c1cccc(NC(=O)CC2C(=O)N(c3ccc(Cl)cc3)C(=O)N2C2CCCC2)c1 (stereo not given),.,3.4%,-3%,.,?,-15%,.,1%
CC(C)NC(=O)CCCc1cn(C)c2ccccc12,6%,1.0%,0%,5%,-5%,-3%,7%[46.1 µM],3%
COc1ccc(OCC(=O)Nc2ccc(C(=O)OCc3cc(=O)n4nc(C)sc4n3)cc2)cc1,.,-2.4%,-1%,.,4%,4%,.,3%
COc1ccc(Cc2nc3ccccc3n2CC(=O)N/N=C/c2ccccc2)cc1OC,1%,0.0%,-15%,0%,0%,10%,-11%,5%
COc1ccccc1OCC(=O)NNC(=S)NC(=O)c1ccco1,-6%,-8.5%,1%,3%,-10%,-5%,-7%[46.1 µM],-18%
CCOC(=O)C1CCN(C(c2cccs2)c2sc3nc(C)nn3c2O)CC1 (stereo not given),-2%,1.3%,-9%,10%,1%,-5%,1%[46.1 µM],-6%
O=C(NCc1ccc(F)cc1)c1cnn2ccccc12,-7%,-7.2%,3%,3%,-4%,0%,-15%[46.1 µM],1%
Cc1nc2ccc(S(=O)(=O)NC(C(=O)N3CCCCCC3)C(C)C)cc2s1 (stereo not given),7%,0.8%,-2%,2%,-3%,-3%,-5%[46.1 µM],-6%
CCNC(=S)NS(=O)(=O)c1ccc(Cl)cc1,2%,-8.3%,3%,4%,-2%,-3%,-3%[46.1 µM],-3%

Screening results: PubChem BioAssay, National Center for Advancing Translational Sciences (NCATS)
